Compound activity deposited in PubChem by University of Kansas High Throughput Screening Laboratory.
mHTT-CaM PPI inh: mHTT-calmodulin interaction abrogation; inhibition, % at 15 µM; AID 1671202; 190,000 compounds, 3.6% hits; AlphaScreen His-mHTT/GST-CaM binding, luminescence; P42858;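 note: 0% = both proteins with DMSO and 100% = one protein alone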
Pf apPOL inh: Pf-apPOL DNA polymerase inhibition; Recombinant Pf-apPOL, molecular beacon fluorescence, 1.5 h; inhibition, % at 10 µM; 210,000 compounds, 0.25% hits; AID 1794808
The depositor's hits bear a star; nt = no result given; & = joins results of further samples. Cut-off read from the data, not from the text of the source: active = inhibition above about 50%; inactive = the rest.

nr	structure	mHTT-CaM PPI inh	Pf apPOL inh
1	Cc1onc(-c2ccccc2Cl)c1C(=O)N1CCN(c2ccccc2)CC1	-2.9	-1.3
2	CC(C)C(=O)Nc1ccc(N2CCCC2)c(Cl)c1	6.7	3.4
3	CC1=C(C(=O)Nc2ccc(C)cc2C)C(c2cccs2)n2ncnc2N1 (stereo unspecified)	-4.0	1.0
4	COc1ccccc1C1(CNS(=O)(=O)Cc2cccc(F)c2)CCOCC1	-9.8	-1.0
5	COc1ccc(OCC2CN=C(Nc3ccc(C)cc3)S2)cc1 (stereo unspecified)	nt	-1.3
6	Cc1cc(C)n(-c2nc3c(c(=O)n(C)c(=O)n3C)n2Cc2ccc(Cl)cc2Cl)n1	nt	-21.3
7	Cn1c(SCC(=O)c2ccc(F)cc2)nnc1-c1ccncc1	-1.0	0.7
8	CCC(=O)N1c2ccc(S(=O)(=O)Nc3ccc(C)cc3C)cc2CC1C (stereo unspecified)	2.0	1.6
9	COc1cccc(C2C=C(Nc3ccccc3)C(=O)N2c2ccccc2)c1 (stereo unspecified)	4.0	7.9
10	CC(C)C(=O)NCCc1csc(C2CCCN(C(=O)c3ccc4ccccc4n3)C2)n1 (stereo unspecified)	9.2	-1.7
11	CC(CN1CCN(C)CC1)c1ccccc1 (stereo unspecified)	-7.6	1.5
12	O=C(Nc1cccnc1)c1cc2nc3c(c(C(F)(F)F)n2n1)CCc1ccccc1-3	-7.0	-1.5
13	Cc1ccc([N+](=O)[O-])c(NC2OC(CO)C(O)C2O)c1 (stereo unspecified)	-4.0	-1.1
14	COc1ccc(-c2ccc(N)[n+](CCCC(=O)O)n2)cc1	nt	-2.8
15	COc1cc(C=C2C(=O)N(C)C(=O)N(C)C2=O)ccc1Oc1ccc([N+](=O)[O-])cn1	26.0	-3.0
16	CC(C)(C)n1nc2c(c1NC(=O)c1ccco1)CS(=O)(=O)C2	-2.0	-2.0
17	COc1nccc(N2CCC(CC(=O)N3CCCCCC3)CC2)n1	5.5	-3.5
18	OC1C2C3CC4C5C3C1C(c1ccccc1)(C5O)C42 (stereo unspecified)	nt	1.8
19	Cc1ccc(C(NC(N)=O)c2ccccc2)cc1 (stereo unspecified)	-9.3	-1.6
20	CSc1nc2n(n1)C(c1ccc([N+](=O)[O-])cc1)C(C(=O)Nc1ccc(C)cc1C)=C(C)N2 (stereo unspecified)	5.0	3.1
21	CCN1C(=O)Cc2cc(C(=O)N3CCN(c4ccccc4)CC3)ccc21	23.2	-3.1
22	CCOc1ccc(C2=C/C(=C\c3ccc(Br)o3)C(=O)O2)cc1	98.0*	-5.4
23	O=C(Nc1cccnc1Sc1nc2cccnc2s1)c1ccc(F)cc1	nt	-5.3
24	O=C(CSC1=Nc2ccccc2N=C(c2ccccc2)C1)Nc1ccc2c(c1)OCO2	10.1	0.7
25	Cc1ccc(/C=c2\sc3nnc(-c4ccccc4Cl)n3c2=O)o1	10.0	-6.0
26	Cc1c(C(=O)Nc2cccc(NC(=O)c3ccco3)c2)cccc1[N+](=O)[O-]	3.8	-7.6
27	CN(C)c1ccc(C2Nc3sc4c(c3C(=O)N2C)CCCC4)cc1 (stereo unspecified)	14.0	0.9
28	O=[N+]([O-])/C(C(Cl)=C(Cl)Cl)=C(\Nc1ccc(F)cc1)n1cncn1	-4.0	48.2
29	N#CC1=C(N)Oc2cc(O)ccc2C1c1ccccc1Br (stereo unspecified)	11.0	-9.5
30	CCC1(c2cccc(OC)c2)CCCCC1=NO (stereo unspecified)	nt	-0.4

Entries of single compounds, looked up by structure. Order of screens: mHTT-CaM PPI inh | Pf apPOL inh
COc1nccc(N2CCC(CC(=O)N3CCCCCC3)CC2)n1 as listed: 5.5 | -3.5
OC1C2C3CC4C5C3C1C(c1ccccc1)(C5O)C42 (stereo unspecified) as listed: nt | 1.8
COc1cc(C=C2C(=O)N(C)C(=O)N(C)C2=O)ccc1Oc1ccc([N+](=O)[O-])cn1 as listed: 26.0 | -3.0

The listing continues.
nr	structure	mHTT-CaM PPI inh	Pf apPOL inh
31	COc1ccc(NC(=O)CSc2nnc(C3CC(=O)N(c4ccc(C)cc4)C3)o2)cc1 (stereo unspecified)	-4.5	-7.2
32	O=C(NC(c1ccccc1)c1ccccc1)N1CCN(CCO)CC1	-3.6	-4.4
33	Cc1csc(NC(=O)c2cc3cc(Br)ccc3oc2=O)n1	7.0	-2.3
34	COc1ccc(-c2c(N)oc3cc(OCc4ccccc4Cl)ccc3c2=O)cc1OC	21.7	-12.5
35	O=C1CCC[C@H]2C[C@H](NCc3ccc(F)cc3F)CC[C@]23CCCN13	-0.4	-0.9
36	COC(=O)/C=C/c1cc(F)ccc1S(=O)(=O)Nc1ccccc1	-8.0	1.0
37	O=C(C1CCCC1)N1CCN(C(C(=O)N2CCOCC2)C2CCCC2)CC1 (stereo unspecified)	-3.3	-4.4
38	Cc1ccc2oc(-c3ccc(C(F)(F)F)cc3)cc(=O)c2c1	-10.0	-2.5
39	Fc1cccc(NC(=S)NCc2ccccn2)c1	nt	-4.4
40	S=C(CC(=S)N1CCOCC1)N1CCOCC1	-2.0	nt
41	Cn1ncc(N2CCCC(C(=O)N3CCN(C(=O)c4ccco4)CC3)C2)cc1=O (stereo unspecified)	-2.7	-0.7
42	Cc1cc(NC(=O)CCOc2ccc(F)cc2)no1	nt	-10.6
43	CCOC(CNC(=O)c1ccc2c(c1)nc(C)n2-c1cccc(C)c1)OCC	25.0	-44.9
44	O=c1c(-c2ccccc2)coc2cc(OCc3ccc([N+](=O)[O-])cc3)ccc12	2.0	-7.8
45	CCNC(=O)c1c(NC(=O)COc2ccc([N+](=O)[O-])cc2)sc2c1CCCC2	-3.4	-0.9
46	O=C(c1ccc(OCC2CCN(C(=O)c3ccoc3)CC2)cc1)N1CCCCC1	12.4	-6.0
47	CC1CCC(C(C)C)C(OCC(O)CN2CCOCC2)C1 (stereo unspecified)	3.9	-2.0
48	Cc1cc(C(=O)Nc2ccc(C(=O)O)cc2)ccc1[N+](=O)[O-]	-1.9	-1.8
49	COc1cc(NC(=O)c2ccccc2I)ccc1NC(=O)c1ccco1	7.1	0.2
50	Cc1ccc(COC2CCCN(C(=O)Nc3ccc(C)cc3)C2)cc1 (stereo unspecified)	-7.1	-6.3
51	Cc1cc(C)nc(Nc2nc(C(=O)N3CCN(C4CCCCC4)CC3)cs2)n1	10.0	-7.9
52	O=C(NCCc1ccccc1)c1ccc(Cn2nnc3ccsc3c2=O)cc1	6.0	1.4
53	FC(F)(F)Oc1ccc(Nc2ncnc3ccccc23)cc1	-16.0	-2.6
54	O=C(Nc1ccc(F)c(F)c1)c1ccc(F)c(S(=O)(=O)N2CCC3(CC2)OCCO3)c1	0.0	38.6
55	CCOc1ccc(CN2CCC(C)(O)C(N3CCCC3)C2)cc1OC (stereo unspecified)	0.3	0.4
56	CS(=O)(=O)c1ccc(NC(=O)C2(c3cc(-c4ccccc4)on3)CC2)cc1	-14.0	-2.5
57	Cc1ccc(NC(=O)C(=O)NC2CC2)cc1C	-0.7	-7.8
58	COc1ccccc1N1CCN(C(=O)Cn2cnc3c2c(=O)n(C)c(=O)n3C)CC1	0.6	4.7
59	O=C(NCCN1CCOCC1)c1cccc(F)c1	-7.9	-6.3
60	Cc1ccccc1C(=O)N1CCN(c2ccc([N+](=O)[O-])c(NC(C)c3ccccc3)c2)CC1 (stereo unspecified)	18.4	-6.1
61	Cc1cccc(-n2nc3c(c2NC(=O)c2cc([N+](=O)[O-])ccc2Cl)CS(=O)(=O)C3)c1C	6.0	4.8
62	O=C1OC(c2ccccc2[N+](=O)[O-])=N/C1=C/c1ccc(Cl)cc1	14.0	5.1
63	COC(=O)c1cc(Nc2cccc(SC)c2)c2ccccc2n1	1.8	-2.2
64	O=C(c1ccc(I)cc1)N1CCOCC1	-0.9	-1.8
65	Cn1c(=O)c2nc(-c3ccccc3Br)oc2c2ccccc21	8.0	-2.8
66	O=C(Cc1cccs1)N1c2ccccc2Sc2ccccc21	-31.5	1.9
67	CS(=O)(=O)N(CC(=O)N1CCc2ccccc2C1)c1cc(C(F)(F)F)ccc1Cl	7.0	-2.5
68	Cc1nc2cc(N3CCC(C(=O)N4CCCCCC4)CC3)cnc2nc1C	11.6	2.7
69	CC(C)COc1ccc(C(=O)NCCC(=O)O)cc1	-2.1	2.8
70	COC(=O)c1cc(C)cc(=O)o1	nt	-0.1
71	COc1ccccc1-n1nnc(C(=O)Nc2ccccc2)c1N	-1.0	-5.0
72	O=C1OC(c2cccc(Br)c2)=N/C1=C\c1cccc(F)c1	4.0	1.2
73	CCOC(=O)CC1(NC(=O)N2CCCC2c2cccc(C)c2)CCCCC1 (stereo unspecified)	0.5	3.7
74	CCC(=O)Nc1cccc(-c2noc(C3CCN(C(=O)c4ccc(OC)cc4)CC3)n2)c1	16.6	2.5
75	CC1CCN(C(=O)CSc2ncnc3c2sc2ccccc23)CC1	-5.0	-12.2
76	CCN(CCN(C)C)Cc1ccc(Br)cc1	-0.4	1.4
77	O=C(Nc1ccc(OCc2ccccc2)cc1)OCCn1ncc2ccccc2c1=O	nt	-1.4
78	COc1ccc(C(=O)N2CCC(C(=O)Nc3ccccc3Br)CC2)cc1	-0.4	0.3
79	CCOC(=O)C1CCC(CNC(=O)N2CC(CC)Oc3ccccc32)CC1 (stereo unspecified)	-7.0	1.7
80	CC(C)(C)[C@H]1CCC(=O)N([C@H](CSc2ccc(Br)cc2)Cc2ccccc2)CC1	0.1	-3.4
81	CCN(CC)S(=O)(=O)c1ccc(N)cc1	-6.2&0.1	-0.9&-5.2
82	Cc1ccc(C2=NN(C(=O)CN3CCOCC3)C(c3ccccc3Cl)C2)cc1C (stereo unspecified)	24.6	-4.3
83	COc1ccc(O)c(CN2CCOCC2)c1	-3.7	-10.5
84	Cn1c(=O)oc2cc(Cl)c(C(=O)O)cc21	0.2	-4.3
85	CCC(=O)N1CCc2cc(Br)cc(S(=O)(=O)NCCCN3CCCCC3)c21	1.0	-0.1
86	N#Cc1nc(-c2ccccc2)oc1NCCN1CCCCC1	3.0	-2.6
87	O=S(=O)(N=C(c1ccccc1F)N1CCOCC1)c1ccccc1	-1.0	-1.0
88	NC(=O)CSc1n[nH]c(-c2ccccc2)n1	2.1	-3.6
89	Cc1ccnc(NC(=O)C2CCCN(c3cc(-n4cccn4)ncn3)C2)c1 (stereo unspecified)	48.6	-2.0
90	CCCc1[nH]nc(-c2ccc(Cl)cc2)c1NC(C)=O	-3.4	2.6

Down the list, as entered above.
Pf apPOL inh, entries 62 to 68 → 5.1, -2.2, -1.8, -2.8, 1.9, -2.5, 2.7

Next part.
91: CC1CCN(C(=O)c2nn3c(c2Cl)NC(c2cccs2)CC3C(F)(F)F)CC1 (stereo unspecified)
- mHTT-CaM PPI inh = 27.0
- Pf apPOL inh = -1.5

92: COc1cccc(N2C(=O)CC(N3CCN(C)CC3)C2=O)c1 (stereo unspecified)
- mHTT-CaM PPI inh = 0.3
- Pf apPOL inh = -4.7

93: O=C(NCCc1ccccn1)c1ccc(N2CCNC(c3ccccc3)C2)nc1 (stereo unspecified)
- mHTT-CaM PPI inh = 10.4
- Pf apPOL inh = -6.9

94: CN(C(=O)c1ccccn1)C1(C(=O)NC2CCCCC2)CCCCC1
- mHTT-CaM PPI inh = -4.0
- Pf apPOL inh = 3.0

95: O=C1COc2ccccc2N1Cc1nc(-c2cccc(Cl)c2)no1
- mHTT-CaM PPI inh = -25.4
- Pf apPOL inh = -0.6

96: CC(C)=CCCC(C)NCc1ccco1 (stereo unspecified)
- mHTT-CaM PPI inh = -1.2
- Pf apPOL inh = -0.2

97: COc1ccc(C=Cc2nn3c(CCc4ccccc4)nnc3s2)cc1
- mHTT-CaM PPI inh = 11.8
- Pf apPOL inh = -7.5

98: O=C(c1cccs1)N1CCC2(C1)NCc1ccccc1NC2=NC1CCCC1 (stereo unspecified)
- mHTT-CaM PPI inh = 12.5
- Pf apPOL inh = -3.7

Single values from above.
compound 94 in mHTT-CaM PPI inh has -4.0
compound 98 in mHTT-CaM PPI inh has 12.5

Another view of part of the listing above:
Each structure is followed by: mHTT-CaM PPI inh	Pf apPOL inh
58) COc1ccccc1N1CCN(C(=O)Cn2cnc3c2c(=O)n(C)c(=O)n3C)CC1
 : 0.6	4.7
59) O=C(NCCN1CCOCC1)c1cccc(F)c1
 : -7.9	-6.3
60) Cc1ccccc1C(=O)N1CCN(c2ccc([N+](=O)[O-])c(NC(C)c3ccccc3)c2)CC1 (stereo unspecified)
 : 18.4	-6.1
61) Cc1cccc(-n2nc3c(c2NC(=O)c2cc([N+](=O)[O-])ccc2Cl)CS(=O)(=O)C3)c1C
 : 6.0	4.8
62) O=C1OC(c2ccccc2[N+](=O)[O-])=N/C1=C/c1ccc(Cl)cc1
 : 14.0	5.1
63) COC(=O)c1cc(Nc2cccc(SC)c2)c2ccccc2n1
 : 1.8	-2.2
64) O=C(c1ccc(I)cc1)N1CCOCC1
 : -0.9	-1.8
